HT1080NT lethal = kills 2HG-producing HT-1080-NT fibrosarcoma cells | HT-1080-NT fibrosarcoma viability, CellTiter-Glo ATP luminescence, 48 h | actives 1.6% (n = 360,000) | Potency, µM (highest dose often 46.1 µM), without a hit: at the top dose activity, negative = less viability, actives largely listed as cytotoxic;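 also: NT is the 2HG producing partner of a matched IDH1 knockdown line; potency is read from the fitted curve at half-maximal effect; 0% = DMSO-treated cells and -100% = media-only wells without cells; nearly all actives have a fitted effect of over 55% in size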
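HT-1080-NT; 750 cells/well; 5% FBS RPMI; 48 h compound, 37 degrees C; CellTiter-Glo luminescence; curve fitting and curve-class assignment.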
IL-1B inflam inh = inflammasome signaling inhibition, IL-1 beta readout; THP-1 LPS/ATP IL-1B secretion, AlphaLISA, 16 h; stronger effect = lower value; activity change, % at 57.5 µM; actives 4.7% (n = 360,000); AID 743279; in the data active = activity change below about -50%; inconclusive = mostly about -30% to -49%; also: % is scaled to controls: 0 for no effect and ±100 for the full control effect
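THP-1 cells pretreated 1 hr with compounds (up to 57.5 uM final), then stimulated with LPS (250 ng/mL final) plus ATP (1.25 mM final); secreted IL-1B measured by AlphaLISA after 16 hr, decreased signal indicating inhibition.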
MCF10A rereplic = induces DNA re-replication in MCF 10a normal breast cells; actives 2.9% (n = 350,000); MCF 10A DNA re-replication, Hoechst nuclear intensity, 48 h; Potency, µM (series often up to 46.1 µM), without a hit: at the highest dose activity, positive = re-replication, most hits filed as activators; also: potency is read from the fitted curve at half-maximal effect; % of control where 0% means no effect; nearly all actives have a fitted effect of over 50% in size
ATXN2 expr inh = reduces ATXN2 reporter expression in HEK-293 cells; actives 0.72% (n = 360,000); Potency, µM (titrated, usually from 57 µM), for inactives: at the top dose activity change, negative = inhibition, most hits filed as inhibitors; HEK-293 ATXN2-luciferase reporter, luminescence, 24 h; AID 1745845; also: potency is read from the fitted curve at half-maximal effect; % is scaled to controls: 0 for no effect and ±100 for the full control effect; nearly all actives have a fitted effect of over 55% in size
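qHTS (up to 57 uM final) was run with 24 h compound exposure of reporter cells at 37 °C. Each well was multiplexed: SteadyGlo luminescence measured ATXN2-luciferase expression after a fluorogenic Gly-Phe-AFC viability readout (25 uM final).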
KB-3-1 tox = KB-3-1 parental cell cytotoxicity; KB-3-1 viability, CellTiter-Glo ATP luminescence, 72 h; Potency, µM (top dose mostly 46.1 µM), inactives show top-dose activity change, negative = cytotoxic, most hits filed as cytotoxic; actives 1.4% (n = 400,000); AID 1347075; also: potency is read from the fitted curve at half-maximal effect; % is scaled to controls: 0 for no effect and ±100 for the full control effect; nearly all actives have a fitted effect of over 60% in size
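Cells are dispensed, compounds pinned in, plates held at 37 °C for 72 h, then CellTiter-Glo is added and luminescence read after 10 minutes. Cell line: parental KB-3-1 in phenol-red-free DMEM, 10% FBS.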
HT1080 IDH1KD tx = HT-1080 IDH1 knockdown cell toxicity (counter line). HT-1080 IDH1 knockdown viability, ATP luminescence, 48 h. Potency, µM (highest dose often 46.1 µM), for the others: top-dose activity, negative = toxicity, actives largely listed as cytotoxic. actives 2% (n = 360,000);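 also: potency is read from the fitted curve at half-maximal effect; 0% = DMSO wells and -100% = cell-free medium wells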
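% activity derives from luminescence (CellTiter-Glo), normalised to DMSO and no-cell wells. HT-1080-IDH1KD cells, 750/well, had 48 h compound exposure at 37 °C.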
SW480 rereplic = DNA re-replication induction in SW480 cells | SW480 DNA re-replication, Hoechst DNA content imaging, 48 h | Potency, µM (doses to about 46.1 µM), without a hit: at the top dose re-replication activation, actives largely listed as activators | actives 1.8% (n = 340,000) | AID 624297; also: potency is read from the fitted curve at half-maximal effect; % of control where 0% means no effect; nearly all actives have a fitted effect of over 55% in size
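Hoechst fluorescence of nuclei (405 nm excitation, 500-530 nm emission) measured by plate-scanning imager after 48 hr compound exposure at 37 C; re-replication scored as increased number of nuclei with elevated intensity.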
ATXN viability = viability counter-screen for ATXN expression inhibitors; S2 cells (HEK-293 line with an ATXN2-luciferase reporter) viability, CellTiter-Fluor protease fluorescence, 24 h; Potency, µM (series often up to 56.7 µM), usual class: cytotoxic; actives 0.49% (n = 400,000); AID 651635; also: potency is read from the fitted curve at half-maximal effect; nearly all actives have a fitted effect of over 40% in size
KB-V1 cytotox = kills drug-selected multidrug resistant KB-V1 cells. KB-V1 MDR cells viability, CellTiter-Glo, 72 h. Potency, µM (top dose mostly 46.1 µM), without a hit: at the highest dose activity change, negative = cytotoxicity, actives largely listed as cytotoxic. actives 3.4% (n = 400,000). AID 1347076; also: potency is read from the fitted curve at half-maximal effect; % is scaled to controls: 0 for no effect and ±100 for the full control effect; nearly all actives have a fitted effect of over 60% in size
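KB-V1 cells (P-gp-expressing MDR subline of KB-3-1) in phenol-red-free DMEM with 10% FBS were exposed to library compounds over a concentration series for 72 h at 37 degrees C. Viability read by CellTiter-Glo luminescence; concentration-effect curves fitted after normalization.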
An asterisk follows results filed as active; i = inactive; ? = inconclusive; . = not tested or not shown; & = joins results of further samples; [ ] = another dose, or the depositor's remark. Unless noted, calls follow the shape of the dose curve; as a rule, active = well fitted curve in the direction sought with a large enough effect; inconclusive = small, poorly fitted or top-dose-only effect, or another doubt; inactive = no such curve, though single readings can be large; an effect the other way counts as inactive or inconclusive.

SMILES | HT1080NT lethal | IL-1B inflam inh | MCF10A rereplic | ATXN2 expr inh | KB-3-1 tox | HT1080 IDH1KD tx | SW480 rereplic | ATXN viability | KB-V1 cytotox
Cc1ccccc1NC(=O)c1ccccc1-c1ccccc1 | -0.6% | 2.4 | 6.2% | -6.4% | -2.4% | -0.3% | 2.2% | i | 2.1%
COc1ccc(-c2nn3c(-c4ccccc4)nnc3s2)cc1OC | -6.8% | -54.1* | ? | -38.6% | 1.2% | -25.1% | -6.8% | i | -25.5%
O=C(O)Cc1ccc(C(=O)c2cccs2)s1 | -0.9% | -1.3 | 1.6% | -12.7% | 1.7% | 0.2% | -3.2% | i | 1.7%
COc1cc(/C=C/C(=O)OCC(=O)Nc2ccc(C)c(S(=O)(=O)N3CCCCC3)c2)ccc1O | ? | -13.8 | ? | 1.8% | 9.5% | -28.2% | -5.5% | i | -2.3%
CN(CC(=O)Nc1ccccc1Br)C(=O)CNC(=O)c1ccc2c(c1)OCO2 | 4.8% | 15.1 | 1.3% | 0.7% | 3.9% | 3.5% | -2.1% | ? | -2.7%
CN1C(=O)/C(=C/c2cccc(Cl)c2)Sc2ccc(C(=O)N3CCCC3)cc21 | 3.2% | -1.9 | ? | . | 5.3% | 0.0% | ? | ? | ?
Cc1cnnc2ccc3c(no[n+]3[O-])c12 | -2.4% | -28.3 | -7.9% | 5.9% | 6.2% | -0.8% | 3.6% | i | -10.0%
C=CCC(CC=C)(NC(=O)c1ccccc1C)c1ccccc1 | 10.3% | 4.3 | -3.2% | -11.1% | -0.3% | 8.0% | 1.6% | i | 0.0%
CC1C(=O)Nc2ccccc2N1C(=O)c1ccccc1 (configuration not stated) | 8.5% | -0.8 | 9.7% | -7.8% | 19.2% | 6.0% | -8.2% | i | 0.5%
O=S(=O)(c1ccc(Cl)cc1Br)N1CCCCC1 | -0.3% | -14.6 | -0.3% | -12.9% | ? | -29.4% | 0.1% | i | 18.4µM*
Cc1ccc(C(c2c(C)[nH][nH]c2=O)c2c(C)[nH][nH]c2=O)cc1 | 7.7% | ? | -1.9% | -23.6% | 5.0% | 9.1% | -1.7% | i | ?
O=C1CCC/C1=c1\s/c(=C\c2cccnc2)c(=O)n1-c1ccccc1 | -0.3% | -74.9* | 7.8% | -11.5% | -10.3% | -2.0% | 0.8% | i | -25.3%
COc1ccccc1CNC(=O)C(CC(C)C)NC(=O)C1CCC(C)CC1 (configuration not stated) | -14.1% | -22.9 | ? | 4.8% | -10.8% | 12.4% | 5.3% | i | -17.9%
CC[C@]12c3[nH]c4cc(CCC(=O)N(C)C)ccc4c3CCN1C(=O)[C@@H](CC(=O)NCCCn1ccnc1)C[C@@H]2C(=O)N1CCN(C(=O)C2CC2)CC1 | 22.8% | -24.7 | 1.8% | -1.5% | 17.4% | 13.6% | 0.6% | i | 0.0%
COc1cc(OC)c(NC(=O)CCNS(=O)(=O)c2cc(Br)cnc2N)cc1Cl | -3.0% | 0.9 | -21.2% | -2.3% | -0.6% | -14.6% | -1.6% | i | -3.8%
COc1cccc(-c2nc(N3CC(C)CC(C)C3)c3ccccc3n2)c1O (configuration not stated) | -8.6% | 20.1 | 15.6% | 2.9% | ? | -10.1% | 2.3% | i | -23.4%
CNC(=O)c1cc(OCC(F)(F)F)ccc1OCC(F)(F)F | 10.6% | -9.5 | 2.1% | 8.6%[11.3 µM] | 9.7% | 10.0% | -19.5% | i | ?
COCC(=O)Nc1cc(C(=O)NCC(C)C)ccc1Cl | -1.8% | 51.8 | -3.9% | 1.5% | -2.4% | -2.0% | -1.5% | i | ?
O=C(NC1CCCCC1)N(Cc1cc2cc3c(cc2[nH]c1=O)OCCO3)CC1CCCO1 (configuration not stated) | -3.4% | -1.1 | 19.0% | -21.7% | -9.8% | -2.5% | ? | i | ?
COC(=O)c1ccsc1NC(=O)CSc1nnnn1Cc1ccccc1 | -15.7% | 25.6 | ? | -0.2% | 3.6% | -12.7% | -1.2% | i | -29.4%
C/C(O)=C(\C#N)c1nnc2n1CCCCC2 | -0.1% | 11.5 | 3.7% | 9.8% | 1.4% | 1.3%[9.24 µM] | 8.9% | i | -1.7%
COc1ccc(CNC(=O)CSc2nnnn2-c2ccccc2)cc1 | 0.0% | 2.2 | -26.1% | 11.2% | 3.8% | -1.0% | 6.3% | i | ?
COc1ccc2oc(C(=O)OCC(=O)Nc3ccc(N4CCOCC4)cc3)c(C)c2c1 | -0.5% | -9.9 | 3.9% | 6.2% | -8.2% | 13.9% | -13.7% | i | -6.5%
CCOc1ccc(NC(=O)c2cccnc2C(=O)O)cc1 | 7.6% | 3.1 | 1.8% | 9.9% | -12.5% | 14.6% | 0.0% | i | 6.0%
C=CCC1NS(=O)(=O)OC(CCc2ccccc2)C1O (configuration not stated) | 7.5% | 23.1 | 6.4% | 2.3% | ? | 9.0% | -14.7% | i | 26.3%
CC(=O)Nc1cccc([N+](=O)[O-])c1 | 8.2% | 0.0 | -1.5% | . | 0.6% | 2.8% | -1.6% | i | ?
CCOCCCn1c(SCC(=O)Nc2ccccc2Cl)nc2c(oc3ccccc32)c1=O | . | . | . | 2.2% | 0.3% | . | . | i | -22.3%
O=C(COc1ccccc1Cl)Nc1ccc(C(=O)N2CCCCC2)cc1 | ? | -1.6 | -4.6% | ? | ? | -10.3% | -1.3% | ? | 2.9%
CCN1C(=O)c2cccc3c(Cl)ccc(c23)C1=O | 21.9% | -9.3 | 6.3% | -27.7% | 11.2% | 22.5% | ? | . | -16.2%
CCn1nnc(-c2ccccc2NS(=O)(=O)c2ccc(S(=O)(=O)N(C)C3CCCCC3)cc2)n1 | -7.7% | 4.8 | 10.1% | 0.6% | -10.6% | -13.9% | 11.3% | ? | -15.6%
CSc1ccc(CCNC(=O)C(C)n2nc(C)c3c(C)n(-c4ccccc4)nc3c2=O)cc1 (configuration not stated) | . | . | . | -29.6% | ? | . | . | ? | -20.8%
CCc1cc2c(SCC(=O)NC3CCCC3)ncnc2s1 | -3.5% | 9.4 | . | . | -1.5% | -8.2% | . | i | -18.2%
COC(=O)C1NN=C(C(=O)c2ccccc2)C1c1ccccc1 (configuration not stated) | -0.4% | -2.8 | -70.5%[inhibitor] | 0.7% | 1.0% | -7.2% | -151.2%[inhibitor] | i | 14.6µM*
Cc1ccc2c(=O)oc(N(C)C)nc2c1 | 18.3% | -9.0 | 8.4% | ? | 2.0% | -0.1% | -2.0% | i | -2.5%
CCCN(CC(=O)Nc1ccc(Cl)cc1Cl)C(=O)CC(NC(C)=O)c1ccccc1 (configuration not stated) | ? | 0.0 | -0.6% | -25.4% | -2.8% | -14.7% | 2.0% | i | -14.1%
Cc1cccc(-n2c(-c3ccco3)nc3c(cnn3-c3ccccc3C)c2=O)c1 | . | . | . | 5.2% | ? | . | . | i | 6.2%
C=CCNC(=O)CSc1ncc2c(n1)-c1c(csc1SC)CC2 | -1.0% | -10.2 | -0.5% | -24.7% | -2.8% | 0.7% | -7.2% | . | -24.2%
O=C(CSc1nnc(-c2ccncc2)s1)Nc1ccccc1 | 0.5% | -8.9 | -1.5% | 1.3% | 6.9% | -10.2% | -21.7% | i | 1.9%
CCCCc1cc(=O)oc2cc(C)cc(OCC(=O)Nc3cccnc3)c12 | -26.7% | 24.4 | 2.2% | -16.7% | -0.7% | -26.3% | ? | i | -5.4%
C=CCn1c(SCC(=O)/C(C#N)=C(\C)N)nc2sc(CC)cc2c1=O | -1.8%&-26.2% | ? | 17.9%&5.5% | -8.8%&-18.1% | ? | -17.2%&-16.8% | -0.3%&-4.3% | ? | ?
CC(C)(C)c1ccc(-c2noc(CCC(=O)Nc3cccc(Cl)c3)n2)cc1 | . | . | . | ? | 19.7% | . | . | i | 16.8%
CCC1CCCCN1S(=O)(=O)c1ccc(NC(=O)c2cc(=O)c3ccccc3o2)cc1 (configuration not stated) | . | . | . | 7.9% | 1.7% | . | . | ? | 21.4%
O=C(c1ccc2c(c1)CCN2S(=O)(=O)c1ccccc1)N1CCN(c2ccccc2F)CC1 | -12.4% | 31.9 | 5.3% | -2.1%&3.9% | 9.0%&9.3% | -7.2% | -4.1% | i | 0.3%&17.1%
COc1ccc(NC(=O)C2CCN(S(=O)(=O)c3cccnc3)CC2)cc1Cl | 2.0% | 11.5 | 0.2% | 5.4% | ? | -1.6% | -13.3% | i | ?
COc1ccc(-c2cc3ncc(C(C)=O)c(C)n3n2)cc1 | -3.9% | -14.4 | -2.7% | . | -26.5% | -1.2% | -3.6% | i | -25.6%
C[C@H](O)[C@@H]1C(=O)N2CCc3c([nH]c4ccccc34)[C@@H]2C[C@@H]1N(C)C(=O)c1ccco1 | 0.7% | 1.5 | . | 20.1% | -0.4% | -9.7% | . | . | 0.8%
N#CC(c1ccc(O)cc1)c1ncc(C(F)(F)F)cc1Cl (configuration not stated) | -0.9% | 20.7 | 22.3% | -7.4% | -10.1% | -4.1% | -5.3% | i | -6.0%
O=C(NC(=S)Nc1ccc(N2CCCCC2)cc1)c1ccco1 | 7.08µM* | -7.1 | ? | 51.2%[activator] | 1.1% | 14.1µM* | ? | i | 8.2µM*
COc1ccc(-c2nc(CSCC(=O)N3CCN(c4cccc(C)c4C)CC3)c(C)o2)cc1OC | . | . | . | ? | ? | . | . | 31.6µM* | 0.0%
CCCNC(=O)CCNC(=O)c1ccc(C(C)(C)C)cc1 | 7.1% | -15.2 | 1.8% | 8.3% | ? | -4.6% | ? | i | ?
